Source: PubChem BioAssay (ICCB-Longwood Screening Facility, Harvard Medical School)
Polio RdRp inh: poliovirus RNA polymerase inhibition; actives 0.66% (n = 150,000); poliovirus polymerase elongation, fluorescence polarization; hits give low values; % elongation, % (compound at 16.7 µg/mL); P03300; in the data active means % elongation below about 90%; further: some results filed as inactive read as strong as hits
Target sequence (P03300 1749-2209 limits assumed): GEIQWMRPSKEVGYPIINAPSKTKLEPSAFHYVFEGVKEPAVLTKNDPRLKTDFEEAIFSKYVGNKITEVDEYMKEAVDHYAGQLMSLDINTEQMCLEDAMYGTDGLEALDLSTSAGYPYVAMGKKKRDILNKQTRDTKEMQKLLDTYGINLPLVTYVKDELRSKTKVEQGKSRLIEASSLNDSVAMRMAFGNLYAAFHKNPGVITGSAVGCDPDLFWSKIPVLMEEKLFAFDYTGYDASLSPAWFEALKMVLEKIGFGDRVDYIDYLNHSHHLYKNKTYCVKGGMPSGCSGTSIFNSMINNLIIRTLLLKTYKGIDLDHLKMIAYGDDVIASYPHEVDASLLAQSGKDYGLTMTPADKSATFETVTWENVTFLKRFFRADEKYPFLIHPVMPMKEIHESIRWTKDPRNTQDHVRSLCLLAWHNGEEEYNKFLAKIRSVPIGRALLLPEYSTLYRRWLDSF
Polio RdRp inh FP z-score: further read-out of Polio RdRp inh, marked with its call; z-score; measured here: FP z-score; hits read low
Active calls of the source: *. An excerpt; rates above refer to the full screens.

SMILES	Polio RdRp inh	Polio RdRp inh FP z-score
Cc1ccccc1CSc1nc(-c2cccc(F)c2)nc2c1Cc1c(CO)cnc(C)c1O2	110	0.6
O=C(CCCn1nc(-c2ccccc2)c2ccccc21)N1CCN(c2ccc(F)cc2)CC1	101	-1
O=C(Cn1nc(-c2ccc3c(c2)OCCO3)ccc1=O)Nc1ccc(N2CCOCC2)cc1	101	-0.2
C/C(N)=C(/C#N)C(=O)CSc1ncnc2scc(-c3ccccc3)c12	107	0.6
CCn1c2c(c(=O)n3ncc(C(=O)Nc4cc(Cl)ccc4OC)c13)CN(Cc1ccc(OC)cc1)CC2	109	0.5
O=C(NC1CCCCCC1)C1Cc2cc(Cl)ccc2O1 (configuration not stated)	110	0.9
COc1cccc(CNC(=O)CCn2nc(-c3ccccc3)ccc2=O)c1	102	0.1
O=C(NCCc1ccc(Cl)cc1)c1ccc(Nc2nc3ccccc3n3nnnc23)cc1	106	0.2
CC(C)CCNC(=O)c1cc2c(=O)n3ccccc3nc2s1	100	-0.5
Cn1nc(C(=O)N2CCCC2)c2c1-c1ccccc1SC2	100	-1.7
CC(C)(CNS(=O)(=O)c1ccccc1Br)N1CCOCC1	102	-0.4
COc1cccc(CNC(=O)c2ccc3c(c2)nc2n3CCC(C)C2)c1OC (configuration not stated)	105	-0.7
OCCSc1sc(=S)sc1SCCO	98	-0.2
CC1(C)CC(NCC(O)COCc2ccco2)CC(C)(C)N1 (configuration not stated)	95	-0.4
Cc1nn(-c2ccccc2)c(OC(=O)c2ccccc2Cl)c1S(=O)(=O)c1ccccc1	105	-1
CC(C#N)OC(=O)c1ccc(S(=O)(=O)N(C)C)cc1 (configuration not stated)	102	0
O=C(Cn1c(=O)n(CCCS(=O)(=O)C2CCCCC2)c(=O)c2ccccc21)Nc1ccc(F)c(Cl)c1	107	-0.4
Cc1ccc(C)c(NC(=O)CSc2nc(=O)n(Cc3ccncc3)c3c2CCC3)c1	110	0.9
CCc1ccc(C(=O)c2cn(CC(=O)Nc3cccc(C)c3C)c3nc(C)ccc3c2=O)cc1	104	-0.7
CCN(C(=O)c1cc2c(=O)n3ccccc3nc2n1C)C1CCCCC1	104	0.3

Already shown: entries from further up.
SMILES	Polio RdRp inh	Polio RdRp inh FP z-score
Cc1ccccc1CSc1nc(-c2cccc(F)c2)nc2c1Cc1c(CO)cnc(C)c1O2	110	0.6
O=C(CCCn1nc(-c2ccccc2)c2ccccc21)N1CCN(c2ccc(F)cc2)CC1	101	-1
O=C(Cn1nc(-c2ccc3c(c2)OCCO3)ccc1=O)Nc1ccc(N2CCOCC2)cc1	101	-0.2
C/C(N)=C(/C#N)C(=O)CSc1ncnc2scc(-c3ccccc3)c12	107	0.6

The results go on.
SMILES	Polio RdRp inh	Polio RdRp inh FP z-score
CCOC(=O)c1cc2c(=O)n3ccccc3nc2n(CC(C)C)c1=NC(=O)C(C)(C)Oc1ccc(Cl)cc1	103	-0.5
CCCC(=O)N(c1ccc2oc(C)c(C(C)=O)c2c1)S(=O)(=O)c1ccc(CC)cc1	101	-0.8
Cc1ccc(-c2cnc(C3CC3)o2)cc1S(=O)(=O)Nc1ccc(F)cc1Cl	109	0.5
Cc1cc(C)nc(NS(=O)(=O)c2ccc(NC(=S)NC(=O)/C=C/c3ccco3)cc2)n1	102	0
CCCCNC(=O)C(CC)Sc1nc2ccccc2c(=O)n1Cc1ccco1 (configuration not stated)	104	-0.3
CC(C)N(C(=O)CN1CCN(Cc2ccccc2)CC1)C(C)C	105	0.8
CC(C)(C)OC(=O)N1CCC(c2c(C(=O)NCCN3CCOCC3)cnn2-c2ccccc2)CC1	109	0.5
CCc1ccc2c(CCl)cc(=O)oc2c1	101	-0.1
O=C(Cc1ccccc1)Nc1c(C(=O)Nc2ccccc2F)oc2ccccc12	98	-2
Cc1ccc2c(c1)C(=O)OC(C(=O)Nc1ncc(Cc3ccccc3)s1)C2 (configuration not stated)	107	0.4
CC(C)(C)C(=O)Nc1ccccc1C(=O)N1CCN(Cc2ccccc2)CC1	102	-0.1
Cc1cc(-c2ccccc2)nc2cc(C(=O)N3CCCCCC3)nn12	100	-0.3
NS(=O)(=O)c1ccc(CCNC2=CC(=O)OC23CCCCC3)cc1	105	0.8
CCOC(=O)N1CCN=C1SCc1cc(C)ccc1C	104	1.9
COc1ccc(CCNC(=O)CSc2cn(CCNC(=O)c3cccc(C(F)(F)F)c3)c3ccccc23)cc1OC	105	0
C[C@H](NC(N)=O)C(=O)NC1CCCc2ccccc21 (some centres not stated)	106	0.8
CCN(CC)C(=O)c1ccc(NC(=O)c2ccccc2)cc1	99	-0.6
CCOC(=O)c1c(C)[nH]c(C)c1C(=O)CC#N	99	-1.2
Cc1ccc(-c2nc(S(=O)(=O)c3ccc(C)cc3)c(N3CCCCCC3)o2)cc1	100	-1.6
Cc1cc(NC(C)C)n2nc(-c3ccccc3)nc2n1	102	0.1
COc1ccc(C(CN=Cc2c(O)[nH]c(=S)[nH]c2=O)N(C)C)cc1 (configuration not stated)	100	-0.3
CCCNC(=O)c1ccc(N2CC3CC(C2)c2cccc(=O)n2C3)c(NC(=O)Nc2ccc(Cl)cc2)c1 (configuration not stated)	99	-0.4
CN(C1CCCCC1)S(=O)(=O)c1ccc(-c2cc(C(F)(F)F)no2)s1	101	-0.3
CCc1ccc(N2CC(c3nc4ccccc4[nH]3)CC2=O)cc1 (configuration not stated)	100	-0.3
NCC1CCCN(Cc2ccccc2)C1 (configuration not stated)	102	0.2
COc1ccccc1N1CCN(C(=O)c2cc3c(s2)-c2ccccc2OC3)CC1	102	-0.8
O=C(O)c1cc(N=Cc2ccccc2O)ccc1O	99	-0.3
Cc1cc(C)n2nc(C(=O)O)nc2n1	102	0.3
NCc1oc(-c2ccccc2)cc1C(=O)O	106	1.8
O=C(OCc1cn2ccccc2n1)c1ccc2c(c1)C(=O)N(Cc1ccco1)C2=O	94	-0.8
O=C(O)CCCCN1C(=O)c2ccccc2C1=O	106	0.4
O=C(NCc1cccc(Cl)c1)c1ccc(CS(=O)Cc2ccccc2Cl)o1 (configuration not stated)	108	0.3
Cn1c(=O)[nH]c2cc(-c3noc(-c4ccc(F)cc4)n3)ccc21	112	1
COC(=O)c1ccc(NC(=O)CCc2c(C)nc3c(c(C)nn3-c3ccc(C)cc3)c2C)cc1	102	-0.8
Cc1cc(S(=O)(=O)NC2CCCCC2)ccc1OCC(=O)NCc1cccnc1	102	0.8
O=C1C2C(C(=O)N1CC1CCCO1)C1C=CC2C12CC2 (configuration not stated)	102	0.1
Cc1cccc2nc(=S)n(C(=O)c3ccc(F)cc3)n12	74*	-2.6*
O=C(Nc1sc2c(c1C(=O)O)CCC2)c1cccnc1	103	0.1
COc1ccc(NC(=O)C(C)Sc2ccccc2)cc1 (configuration not stated)	99	-0.3
OC(CSc1nncn1-c1ccccc1)C(O)C(O)c1cnn(-c2ccccc2)n1 (configuration not stated)	104	0.1

One compound at a time, from the list above. Order of screens: Polio RdRp inh, Polio RdRp inh FP z-score
Results for Cc1cc(S(=O)(=O)NC2CCCCC2)ccc1OCC(=O)NCc1cccnc1 : 102, 0.8
Results for Cn1c(=O)[nH]c2cc(-c3noc(-c4ccc(F)cc4)n3)ccc21 : 112, 1
Results for CCc1ccc(N2CC(c3nc4ccccc4[nH]3)CC2=O)cc1 (configuration not stated) : 100, -0.3
Results for Cc1cc(C)n2nc(C(=O)O)nc2n1 : 102, 0.3

Other results.
SMILES	Polio RdRp inh	Polio RdRp inh FP z-score
COc1cccc(/C=C/c2onc(C)c2S(=O)(=O)N2CCC(C(=O)N3CCCCC3)CC2)c1	100	-0.8
Cc1ccc(-n2ncc3c(Nc4cccc(Cl)c4)ncnc32)c(C)c1	104	-0.4
CCCN1CCC(NC(=O)Cc2ccc(C)cc2)CC1	103	0.5
Cc1cc(C)nc(N/N=C/C2=C(N3CCOCC3)C(=C\c3ccccc3)/CC2)n1	107	0.5
COCc1cc(C)nc(Cl)c1C#N	101	0.1
CS(=O)(=O)N1CCc2cc(C(=O)CSc3nc4ccccc4o3)ccc21	107	-0.4
COc1ccc(CCn2c(C)cc(O)cc2=O)cc1OC	100	-0.2
CCOC(=O)c1cc2sccc2n1CC(=O)c1ccc2c(c1)OCCO2	105	1.1
O=C(CSc1nccc(=O)[nH]1)Nc1ccccc1Br	100	-0.8
COc1ccc2c(c1)c(N1CCCC1=O)c(C(=O)Nc1ccc(OC)c(Cl)c1)n2C	106	-0.5
O=C(COCc1cc(-c2cccs2)on1)Nc1cc(Cl)ccc1O	99	-2.1
CCC1CCCCN1S(=O)(=O)c1ccc(NC(=O)c2nc(SC)ncc2Cl)cc1 (configuration not stated)	118	0.2
CCOc1ccc2oc(=O)cc(CN3CCN(c4ccccc4OC)CC3)c2c1	106	-0.6
CCC(=O)Nc1ccc(-c2cc3ccccc3oc2=O)cc1	99	-0.7
CC(C)OC(=O)Cn1nc(C(F)(F)F)c2c1CCCC2	101	0.2
NNC(=O)CSc1nc2ccccc2o1	99	-0.7
Cc1ccc(CNC(=O)Cn2c3ncccc3c(=O)n2-c2ccc(C)cc2)cc1	110	0.3
COC(=O)c1ccc2c(c1)sc(=NC(=O)c1ccc(S(=O)(=O)N3CCCC3)cc1)n2C	102	0.7
Brc1ccc2nc[nH]c2c1	98	-0.1
CN1C(=O)c2ccccc2Sc2ccc(NC(=O)N3CCN(c4ccccc4)CC3)cc21	97	-2.3
CC(=O)Nc1ccc(Nc2c(CCC(C)C)c(C)c(C#N)c3nc4ccccc4n23)cc1	101	-1.1
CCN1CCN(C(=O)Nc2ccc(Cl)c(Cl)c2)CC1	102	0.8
COc1ccc(S(=O)(=O)NCCc2sc(-c3cccnc3)nc2C)cc1OC	104	-0.7
CN(c1ccnc(C(=O)NCCN2CCOCC2)c1)S(=O)(=O)c1ccccc1	102	0.1
Cc1ccc2c(c1)c1c(c(=O)n(-c3cccc(Cl)c3)c(=O)n1CC(=O)NCC1CCCO1)n2C (configuration not stated)	109	0.3
O=C(Cn1cnnn1)Nc1ccc(Sc2ccc(Br)cc2)cc1	101	-0.3
NC(=O)C1CCCCN1Cc1cc2c(cc1O)CCC2 (configuration not stated)	104	0.1
COc1ccc(C(=O)NCc2cn3ccc(C)cc3n2)cc1	107	-0.1
CCOC(=O)n1c(=O)sc2ccccc21	107	0.2
CC(=O)c1ccc(NC(=O)Cn2nc(C(F)(F)F)c3c2CCC3)cc1	107	0.6
Cc1nn(-c2ccccc2)c(C)c1CN(C)C(=O)CNC(=O)c1cccs1	101	-0.2
CCC1(C)CC(C(=O)c2cccc(C)c2)CCO1 (configuration not stated)	107	1.8
CCN(/C=C/C(=O)c1ccccc1O)CC	94	-0.6
Cc1cccc(Cn2c(SCc3ccc(C(=O)NCCN4CCCC4)cc3)nc3ccncc32)c1	105	1.3
CC(=O)N[C@H]1[C@H](Oc2ccccc2)O[C@@H]2COC(c3ccccc3)O[C@H]2[C@@H]1O (some centres not stated)	101	-0.5
O=C(CSc1nc2ccsc2c(=O)n1-c1ccc(Br)cc1)NCc1ccc(Cl)cc1	111	0.6
O=C(Cn1cnc2c(nnn2Cc2ccc(Cl)cc2)c1=O)NC1CCCCC1	102	0.2
COC(=O)c1ccccc1NC(=O)c1cc(CN2CCCC2)on1	107	0.3
CCC(Cc1ccccc1)NC(=O)CCS(=O)(=O)c1cc2c(cc1Cl)NC(=O)CO2 (configuration not stated)	107	0.2
O=C(Nc1cccc(Cl)c1)N1Cc2ccccc2Oc2ncccc21	109	0.7

Part of the list above in order of count of non-hydrogen atoms, smallest number first:
SMILES	Polio RdRp inh	Polio RdRp inh FP z-score
CCC1(C)CC(C(=O)c2cccc(C)c2)CCO1 (configuration not stated)	107	1.8
CCN1CCN(C(=O)Nc2ccc(Cl)c(Cl)c2)CC1	102	0.8
O=C(Cn1cnnn1)Nc1ccc(Sc2ccc(Br)cc2)cc1	101	-0.3
CC(=O)c1ccc(NC(=O)Cn2nc(C(F)(F)F)c3c2CCC3)cc1	107	0.6
Cc1cccc(Cn2c(SCc3ccc(C(=O)NCCN4CCCC4)cc3)nc3ccncc32)c1	105	1.3

Further records
SMILES	Polio RdRp inh	Polio RdRp inh FP z-score
c1ccc(N(c2ccccc2)c2nc(-c3ccco3)cs2)cc1	105	0.4
CCOc1ccc(NC(=O)CN2CCN(CC(=O)Nc3ccccc3OCC)CC2)cc1	110	0.7
Cc1cccc(CC(=O)NC2CC(=O)N(c3ccc4c(c3)OCCO4)C2)c1 (configuration not stated)	107	0
Cc1nnc(-c2ccccc2)c(=O)n1/N=C/c1ccc(O)c(O)c1	111	1.1
CCOC(=O)c1sc(SCc2cccc(Cl)c2)c(S(=O)(=O)C(C)C)c1-n1cccc1	106	1.1
CC1CCCC(C)N1/N=C/c1ccccc1OC(F)F (configuration not stated)	97	-0.7
COCCNC(=O)CCCN1C(=O)c2ccccc2Sc2ncccc21	107	0
Cc1cccc(NC(=O)CCNS(=O)(=O)c2cccc3nsnc23)c1C	105	0.1
c1ccc2[nH]c(CNc3ncnc4sccc34)nc2c1	105	0.3
NCC1OC(O[C@@H]2C(O)[C@H](OC3C(O)C(N)CC(N)C3OC3OC(CO)C(O)C(O)C3N)O[C@@H]2CO)C(N)C(O)C1O (some centres not stated)	102	0.2
CCCN(CCC)C(=O)c1cc2c(=O)n3cccc(C)c3nc2s1	100	-1.1
COc1ccc(CCn2c3c(c(=O)[nH]c2=O)C(NC(=O)c2ccccc2)(C(F)(F)F)C(=O)N3)cc1OC (configuration not stated)	105	0.1
COc1ccccc1C(=O)OC1CCN(C)CC1	105	0.2
COC(=O)c1sc(NC(=O)CSc2n[nH]c(-c3cccs3)n2)c(C(=O)OC)c1C	121	2.1
O=C(c1noc2c1CCCC2)N1CCC(c2c[nH]c3ccccc23)(c2c[nH]c3ccccc23)CC1	101	-0.3
Cc1ccc(CNC(=O)COCc2cc(-c3cccs3)on2)cc1	106	-0.2
Cc1c2cnn(-c3ccccc3)c(=O)c2c(C)n1C(C)C(=O)Nc1nccs1 (configuration not stated)	102	0.1
COc1ccccc1NC(=O)CCN1CCCCC1	104	0.2
O=C(Oc1ccc(Cl)cc1)c1c(-c2ccccc2)nnc2ccccc12	110	1.2
CCCN1C(=O)C(NC(=O)c2ccco2)(C(F)(F)F)N=C1c1ccccc1 (configuration not stated)	99	-1.1
O=C(Nc1ccc(F)cc1F)c1cccnc1Sc1cccs1	107	0.5
CCN1CCN(c2cc(C)c3cc(NC(=O)c4ccc(OC)c(OC)c4)ccc3n2)CC1	100	-0.6
